High-throughput results (PubChem BioAssay)
Ecoli tolC: growth inhibitors of E. coli BW25113 tolC mutant; OD615; growth inhibition, % at 10 µM (by protocol); actives 2.2% (n = 65,000); AID 573;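 active = growth inhibition at or above a cutoff equal to the mean over every tested compound plus 3 SD, cut at about 60% in these data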;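 also: growth measured after 20 h incubation at 37 °C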
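Test system: tolC-deleted E. coli BW25113 | Medium: LB with kanamycin 50 µg/mL | Compound dosing: Single concentration, 10 µM final per compound | Schedule: 37 °C, 20 h exposure | Measured by: OD at 615 nm | Evaluation: Percent growth inhibition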
A340 absorber: absorbance at 340 nm; compound absorbance at 340 nm, fold over control; fold change at 10 µM; 65,000 tested, under 10 active; AID 708;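 active = at 10 µM dose, initial 340 nm absorbance at least 2 fold that of control wells; inactive = change under 2 fold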;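 also: initial absorbance extrapolated from kinetic A340 decline of NADH oxidation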
HEK293 NFkB inh: lowers PMA/ionomycin-induced NF-kB signal in HEK293 cells; actives 0.21% (n = 62,000); inhibition, % at 3 µM; HEK-293 NF-kB luciferase reporter, luminescence;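 active = inhibition above the mean of all tested compounds plus 3 SD, cut at about 40% in these data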;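 also: 0% = stimulated DMSO wells and 100% = 10 µM reference inhibitor 5653914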
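Timing: 1 h pretreatment, 16 h stimulation, 37 °C; system: HEK-293 cells with stable firefly luciferase reporter driven by four HIV NF-kB elements; doses: 3 µM once, 0.30% DMSO; measured by: luciferase luminescence; control set: DMSO and 10 µM reference inhibitor; repeats: single test; reagent: PMA plus ionomycin mix as NF-kB-activating stimulus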
NADH coupling: inhibitors of enzymes used to reach an NAD/NADH endpoint; actives 0.02% (n = 65,000); AID 774; coupled PK/LDH NADH assays, four targets; IC50, µM (doses to about 10 µM), inactives show top-dose inhibition;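 active = single-dose screening hits from any of four coupled enzyme assays that gave an IC50 when retested across doses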;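 also: the DPM-DC format reads NADH fluorescence rather than 340 nm absorbance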
PKA inh: inhibitors of human protein kinase A. actives 0.1% (n = 65,000). PKA Kemptide phosphorylation, Kinase-Glo ATP luminescence. AID 524. inhibition, % at 6 µM. P17612;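 active = inhibition above the screen-wide mean inhibition plus 3 SD, cut at about 21% in these data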; also: many of its hits are not listed in these tables
JNK3 blocker: blocks human JNK3 kinase activity; actives 0.61% (n = 60,000); purified JNK3 kinase activity, HTS; inhibition, % at 8 µM; P53779; in the data active = inhibition above about 17%;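 also: 0% = DMSO and 100% = reference inhibitor; many of its hits are not listed in these tables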
Target sequence (P53779 whole entry, looked up): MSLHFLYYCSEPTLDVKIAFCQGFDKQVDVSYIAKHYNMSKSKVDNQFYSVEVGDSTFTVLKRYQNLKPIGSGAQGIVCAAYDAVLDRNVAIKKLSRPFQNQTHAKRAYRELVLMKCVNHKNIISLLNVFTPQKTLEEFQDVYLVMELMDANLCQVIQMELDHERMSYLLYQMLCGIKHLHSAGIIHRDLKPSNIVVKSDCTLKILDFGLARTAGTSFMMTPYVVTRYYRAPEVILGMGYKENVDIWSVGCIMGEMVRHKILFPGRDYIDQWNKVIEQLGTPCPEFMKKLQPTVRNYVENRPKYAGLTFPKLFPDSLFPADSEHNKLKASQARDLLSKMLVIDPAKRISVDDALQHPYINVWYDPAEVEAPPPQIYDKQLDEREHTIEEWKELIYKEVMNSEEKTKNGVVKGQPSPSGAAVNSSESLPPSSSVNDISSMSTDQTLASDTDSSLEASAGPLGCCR
Autofluor 339: intrinsic fluorescence of library compounds, ex339/em460 – biochemical, MLSMR library, data from DPM-DC assay, artefact control, profiling panel; actives 5.5% (n = 65,000); fluorescence fold increase at 10 µM; compound autofluorescence, ex339/em460 nm, NADH buffer; stronger effect = higher value; 1 = no-compound wells, NADH background; AID 709;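 active = at 10 µM, mean starting fluorescence two-fold or more over control wells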;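 also: signal is the first read of a kinetic run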
MMP13 inh: blocks human MMP13 activity; P45452; inhibition, % at 4 µM; MMP-13 fTHP FRET cleavage, Mca fluorescence; AID 570; actives 0.07% (n = 65,000);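 active = inhibition above the mean of compound-free control plate wells plus 3 SD, cut at about 14% in these data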;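 also: 0% = DMSO wells and 100% = wells with reference MMP-13 inhibitor after basal subtraction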
ROCK2 blocker: blocks human Rho kinase 2 activity; O75116; purified ROCK2, Kinase-Glo ATP depletion luminescence; inhibition, % at 6 µM; actives 0.35% (n = 60,000); AID 604;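 active = inhibition above the screen-wide mean inhibition plus 3 SD, cut at about 18% in these data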;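 also: plate controls were DMSO wells for no effect and Y-27632 control wells after no-enzyme background subtraction for full effect; many of its hits are not listed in these tables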
* hit, by the source's call; · = not tested or not shown; [ ] = another dose, or the depositor's remark. Only part of the results is shown, so the mix of outcomes need not match the whole.

molecule,Ecoli tolC,A340 absorber,HEK293 NFkB inh,NADH coupling,PKA inh,JNK3 blocker,Autofluor 339,MMP13 inh,ROCK2 blocker
COC(=O)Cc1[nH]nc2c1C(C1C=CCCC1)C(C#N)=C(N)O2 (stereo unspecified),5,0.99,7,2%,-5,-2,1,1,1
CC(=O)c1cccc(-n2c(CCC(=O)O)ccc2-c2cccs2)c1,18,1.1,9,9%,2,6,1.1,-1,2
CCCOc1ccc(N2C(=O)CC(N(Cc3ccc(S(N)(=O)=O)cc3)C(=O)CC)C2=O)cc1 (stereo unspecified),2,1,·,5%,7,-1,1.1,-6,4
CC1=C(C)CC(C(=O)c2ccccc2)C(C(=O)O)C1 (stereo unspecified),-29,0.98,21,8%,-1,-2,1.1,1,2
O=C(NCCc1ccc(Cl)cc1)C1CCN(c2cnccn2)CC1,-8,1,3,10%,-8,5,1.6,-1,-8
O=C(O)CC1C(=O)OCN1C(=O)OCc1ccccc1 (stereo unspecified),-25,1,6,7%,12,1,1.1,3,4
O=C1CC(c2ccc(S(=O)(=O)N3CCCCC3)cc2)CN1 (stereo unspecified),6,1.1,20,1%,6,-1,1.1,-4,7
Cc1ccc(NC(=O)c2ccc(S(=O)(=O)NCC3CCCO3)cc2)cc1 (stereo unspecified),-3,1,1,5%,9,-3,1.1,-4,6
O=C1C2CC=C(Cl)CC2C(=O)N1CCc1c[nH]c2ccccc12 (stereo unspecified),3,1,·,3%,·,·,1.1,·,·
Cc1cccc(-c2nc(C#N)c(NC3CCCCC3)o2)c1,17,1.1,·,11%,-2,-5,2.1*,-161[fluorescence artefact?],2
O=c1c2c3nc4ccccc4nc3n(CCN3CCOCC3)c2ncn1CCN1CCOCC1,-8,1.1,9,9%,12,0,1.3,-67[fluorescence artefact?],0
O=C(Cn1nc(-c2ccccc2)ccc1=O)NCCN1CCN(Cc2ccccc2)CC1,-8,1,9,5%,7,-9,0.99,-9,4
COc1ccc(-c2cc(C(F)(F)F)nc(N3CCN(c4ccccc4)CC3)n2)cc1OC,-1,1,14,7%,8,·,1.1,6,·
CCNc1nc(Oc2ccc(C(=O)OCC)cc2)nc(SC)n1,7,1,8,2%,7,·,1.1,4,·
O=c1c2ccccc2nc(SCc2nnc(-c3ccccc3)o2)n1-c1ccc(F)cc1F,28,1,15,6%,3,-1,1,4,0
COC(=O)c1ccc(COC(=O)c2ccccn2)cc1,5,1,9,1%,2,4,1.1,0,-11
CCCc1n[nH]c2c1/C(=N/O)CC(c1ccccc1)C2 (stereo unspecified),11,1,3,4%,-2,9,1,2,-3
O=C(COc1ncnc2ccccc12)c1ccc2c(c1)OCCO2,-5,0.97,-56,7%,17,-4,1.2,2,6
CCN(CC)CCn1c(=S)[nH]c2ccc(Cl)cc2c1=O,-6,1.1,19,8%,2,·,1.1,6,·
Cc1cc(=O)n2c(C)n[nH]c2n1,-31,1,5,9%,3,4,1.1,-1,3
COc1ccc(CCn2c(N)cc(=O)[nH]c2=S)cc1OC,-8,1.1,20,5%,7,-4,1.1,5,3
COc1cccc(OC)c1-c1nnc(-c2cn(C)c3ccccc23)o1,-17,0.99,-11,9%[fluoresces],-6,-1,3.8*,-154[fluorescence artefact?],3
Cn1c(CNc2cccc(Cl)c2)nnc1SCC(=O)OC1CCCCC1,31,0.99,14,6%,15,-1,1.1,2,5
Cc1cc2c(N3CCCCC3C)ncnc2s1 (stereo unspecified),2,1,-1,5%,-1,-4,1.1,-4,-2

Sorted by molar mass (rising): some entries from above
molecule,Ecoli tolC,A340 absorber,HEK293 NFkB inh,NADH coupling,PKA inh,JNK3 blocker,Autofluor 339,MMP13 inh,ROCK2 blocker
Cc1cc(=O)n2c(C)n[nH]c2n1,-31,1,5,9%,3,4,1.1,-1,3
COc1ccc(CCn2c(N)cc(=O)[nH]c2=S)cc1OC,-8,1.1,20,5%,7,-4,1.1,5,3
Cn1c(CNc2cccc(Cl)c2)nnc1SCC(=O)OC1CCCCC1,31,0.99,14,6%,15,-1,1.1,2,5

(listing goes on)
molecule,Ecoli tolC,A340 absorber,HEK293 NFkB inh,NADH coupling,PKA inh,JNK3 blocker,Autofluor 339,MMP13 inh,ROCK2 blocker
COC(=O)c1ccc(Oc2cc(C)nc(SC)n2)cc1,4,1,32,3%,8,-4,1.1,3,9
Cc1ccc(-n2ncc3c(=O)[nH]c(SCC(=O)N4CCCC4)nc32)cc1C,0,1.1,13,7%,6,4,1.1,3,4
CN(CCc1ccccn1)C(=O)CN(C)S(=O)(=O)c1ccc2c(c1)c(=O)n(C)c(=O)n2C,-14,1.1,9,4%,3,0,1.1,3,1
O=C(O)CCCC(=O)NCCCc1ccccc1,-7,1.1,0,3%,9,3,1.1,-3,6
CC(=O)c1cccc(NC(=O)N2CCCC2C(=O)Nc2cc(C)ccc2C)c1 (stereo unspecified),-14,1,5,7%,-4,-4,1.1,0,-2
CC(=O)NC1(c2ccccc2)CCN(Cc2nnnn2C(C)(C)C)CC1,-8,1,21,6%,6,·,1.1,0,·
COc1ccc(-c2nsc3c(N4CCCC4)ncnc23)cc1,-6,1,-49,12%,7,0,1.7,-1,2
S=c1[nH]ncn1-c1ccccn1,-20,0.98,11,4%,0,-4,1,2,-1
Cc1ccc(CNC(=O)c2ccc(CN3CCOCC3)cc2)cc1,-11,1,12,5%,9,·,1.1,8,·
Cc1nnc2n(C3CCCCC3)c(=O)c3c4c(sc3n12)COC(C)(C)C4,11,1,·,5%,-4,1,1.1,5,1
O=C(CCCn1c(=O)[nH]c2ccsc2c1=O)N1CCN(Cc2ccc3c(c2)OCO3)CC1,10,1,14,3%,1,·,1.1,1,·
COc1nnnc2c1sc1nc(N3CCOCC3)c3c(c12)CC(C)(C)OC3,7,1.1,·,13%,4,6,1.1,-2,8
Nc1ccc(-c2n[nH]c(=O)c3ccccc23)cc1N,-6,1.1,1,6%,1,·,1.1,-14,·
COc1ccc(-c2cc(C(=O)N3CCOCC3)c3cc(C)ccc3n2)cc1,12,1.1,3,1%[fluoresces],-6,-3,3.7*,-163[fluorescence artefact?],-8
CCC(=O)c1ccc(OCC(O)CN2CC(C)OC(C)C2)cc1 (stereo unspecified),-10,1,11,10%,8,3,1.1,-1,1
O=C(CN1CCN(c2ccccc2)CC1)Nc1ccc(-n2cnnn2)cc1,-11,0.99,0,4%,7,-1,1.1,-11,3
CS(=O)(=O)N(CC(=O)N1CCOCC1)c1ccc2c3c(cccc13)CC2,2,1,2,2%,10,1,1.1,1,4
c1ccc(-c2noc(-c3cccs3)n2)nc1,5,1,·,3%,·,·,1.1,·,·
COc1cc(CSc2nnnn2-c2ccc(C)cc2)cc(OC)c1OC,42,1.1,44*,3%,6,1,1.1,6,2
COc1ccc(OCC(=O)N2CCN(C(=O)COc3ccccc3)CC2)cc1,-18,1,5,8%,2,-6,1.1,2,6
Cc1oc2c(c1C(=O)NC(Cc1c[nH]c3ccccc13)C(=O)O)CCCC2 (stereo unspecified),18,1,9,6%,-2,-8,1.1,-4,2
COC(=O)c1ccc(Cl)c(NC(=O)CSc2ncn[nH]2)c1,8,1,5,3%,9,0,1.1,-4,8
CCOC(=O)C1CCN(C(=O)CCCN2C(=O)c3ccccc3C2=O)CC1,-1,1.1,11,10%,6,-3,1.1,3,3
CC(=O)NCCOc1ccc(C(=O)O)cc1,-34,0.97,-3,3%,12,7,1.2,-2,3
COc1ccc(CCNc2nc3c(c(=O)n(C)c(=O)n3C)n2C)cc1OC,-2,1,·,3%,3,6,1,4,3
O=C(NCCN1C(=O)C2C3C=CC(C3)C2C1=O)Nc1ccccc1O (stereo unspecified),-7,1.1,6,6%,-5,3,1.1,3,2
COc1ccccc1Nc1nc(N)nc(CN2CCN(c3ccccc3F)CC2)n1,9,1,13,1%,1,-4,1.1,4,-2
COc1ccc(N2Cc3cccc(C(=O)N4CCOCC4)c3C2=O)cc1,-14,1,-9,9%,9,-7,1.1,-4,4
COc1ccc(C(=O)N2CC3(C)CC2CC(C)(C)C3)cc1 (stereo unspecified),19,1.1,4,3%,9,1,1.1,-3,11
COc1ccc(C(=O)NCC23C=CC(O2)C2C(=O)N(Cc4ccccc4)C(=O)C23)cc1 (stereo unspecified),6,1,2,8%,11,6,1.1,-1,8
O=C(c1n[nH]c(=O)c2ccccc12)N1CCN(C2c3ccccc3-c3ccccc32)CC1,21,0.99,11,12%,-1,-3,0.97,9,2
OC(CN1C2=NCCN2c2ccccc21)c1ccccc1 (stereo unspecified),-19,1,19,4%,-1,-4,1.1,0,7
O=C1C(Cl)=C(NCC2CCCO2)C(=O)N1Cc1ccccc1 (stereo unspecified),21,1,8,22%,5,3,0.57,4,9
Cc1nc2sc(C(c3cccs3)N3CCN(Cc4ccccc4)CC3)c(O)n2n1 (stereo unspecified),13,1.1,10,2%,10,-8,1.1,7,5
CCOC(=O)c1cc(=O)cc(C(=O)OCC)o1,-28,0.98,8,2%,-4,-3,1.2,2,-9
COc1ccc(C2SCC(=O)N2c2c(C)n(C)n(-c3ccccc3)c2=O)c(OC)c1 (stereo unspecified),-20,0.96,8,6%,-1,2,1,0,3
Oc1ccc2[nH]cnc2c1CN1CCCCC1,3,0.98,14,2%,12,0,1,0,8
c1ccc(COn2c(-c3ccccc3)nc3c2CCc2nonc2-3)cc1,-1,1,21,8%,12,5,1.1,4,6
O=C(Nc1ccc(NC(=O)C2CCCCC2)cn1)c1ccco1,-7,1.1,3,3%,-6,0,1,3,-10
